Assay outcomes as filed in PubChem.
PAFAH1B3 FP inh – blocks human PAF acetylhydrolase 1B catalytic subunit 3 | Q15102 | recombinant PAFAH1B3, FP-rhodamine probe, fluorescence polarization | inhibition, % at 3.39 µM | hit rate 0.28% among 340,000;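 active means inhibition above the screen-wide average of all tested compounds plus 3 SD, cut at about 25% in these data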;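 further: 0% = enzyme with DMSO only and 100% = wells lacking PAFAH1B3 protein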
PREPL inh – inhibits the human prolyl oligopeptidase-like enzyme. recombinant PREPL, fluorescence polarization activity-based probe. inhibition, % at 5.96 µM. hit rate 0.68% among 320,000. AID 2751; in the data active means inhibition above about 43%;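 further: 0% = enzyme with DMSO and 100% = wells lacking enzyme; many of its hits are not listed in these tables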
Target sequence (Q4J6C6 whole entry, looked up): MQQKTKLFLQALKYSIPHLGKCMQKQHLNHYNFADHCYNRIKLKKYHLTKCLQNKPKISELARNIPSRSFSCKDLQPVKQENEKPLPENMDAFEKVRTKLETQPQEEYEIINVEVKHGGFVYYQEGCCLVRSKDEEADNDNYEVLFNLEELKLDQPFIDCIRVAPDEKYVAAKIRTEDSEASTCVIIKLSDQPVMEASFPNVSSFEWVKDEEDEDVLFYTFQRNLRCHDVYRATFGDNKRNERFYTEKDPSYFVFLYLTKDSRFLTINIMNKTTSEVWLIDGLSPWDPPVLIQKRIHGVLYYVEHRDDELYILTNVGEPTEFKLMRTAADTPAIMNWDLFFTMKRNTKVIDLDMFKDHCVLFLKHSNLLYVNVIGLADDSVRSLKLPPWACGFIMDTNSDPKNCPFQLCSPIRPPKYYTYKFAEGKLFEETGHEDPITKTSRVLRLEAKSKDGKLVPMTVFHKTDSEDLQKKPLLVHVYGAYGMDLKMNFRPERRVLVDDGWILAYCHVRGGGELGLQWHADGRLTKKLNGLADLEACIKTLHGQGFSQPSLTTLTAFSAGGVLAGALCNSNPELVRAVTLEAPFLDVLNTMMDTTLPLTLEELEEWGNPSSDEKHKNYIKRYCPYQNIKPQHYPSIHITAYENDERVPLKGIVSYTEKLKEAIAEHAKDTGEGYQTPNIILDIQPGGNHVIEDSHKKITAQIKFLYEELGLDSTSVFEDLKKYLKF
LYPLA1 inh – LYPLA1 (human) inhibition in PME1 counter-screen. O75608. recombinant LYPLA1, FP-Rh probe fluorescence polarization. hit rate 0.16% among 320,000. inhibition, % at 5.9 µM;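 active means inhibition above the mean of all tested compounds plus 3 SD, set per campaign, cut at about 14% in these data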;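 further: inhibitors block serine hydrolase probe labeling of LYPLA1 so polarization falls; 0% = enzyme with DMSO and 100% = wells lacking LYPLA1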
LYPLA2 counter – blocks human lysophospholipase 2, a PME1 counter-screen | O95372 | recombinant LYPLA2, FP-Rh probe fluorescence polarization | inhibition, % at 5.9 µM | hit rate 0.38% among 320,000 | AID 2177;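 active means inhibition above the screen-wide mean plus 3 SD, limit set per campaign, cut at about 26% in these data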;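 further: 0% = LYPLA2 with DMSO and 100% = wells lacking LYPLA2 enzyme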
Target sequence (O95372 whole entry, looked up): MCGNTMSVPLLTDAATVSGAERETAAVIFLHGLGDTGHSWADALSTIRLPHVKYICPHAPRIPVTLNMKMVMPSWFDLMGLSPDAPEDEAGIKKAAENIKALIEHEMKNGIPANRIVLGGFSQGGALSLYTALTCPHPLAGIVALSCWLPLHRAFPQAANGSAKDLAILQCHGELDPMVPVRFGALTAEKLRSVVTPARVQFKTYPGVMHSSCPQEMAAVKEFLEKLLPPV
GSTO1 counter – blocks human GSTO1 in RBBP9 counter-screen; P78417; recombinant GSTO1, activity-based probe fluorescence polarization; inhibition, % at 5.96 µM; hit rate 1.1% among 300,000;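 active means inhibition above the campaign mean inhibition plus 3 SD, cut at about 35% in these data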;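 further: 0% = GSTO1-1 with DMSO and 100% = wells lacking GSTO1-1 enzyme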
EBNA-1 inhibitor – blocks EBNA-1 binding to DNA | AID 1950 | inhibition, % at 14.8 µM | EBNA-1 DNA binding, fluorescence polarization | hit rate 0.34% among 300,000; in the data active means inhibition above about 28%
PAD4 inh – inhibitors of human PAD4 | Q9UM07 | recombinant PAD4, RCA probe fluorescence polarization | inhibition, % at 6.36 µM | hit rate 0.41% among 330,000 | AID 485272;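 active means percent inhibition above a cutoff equal to the mean of all tested compounds plus 3 SD, cut at about 15% in these data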;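 further: 0% = PAD4 with RCA probe and DMSO and 100% = probe without PAD4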
PAFAH2 inh – inhibitors of human PAFAH2; Q99487; recombinant PAFAH2, FP-rhodamine activity probe, fluorescence polarization; inhibition, % at 3.39 µM; hit rate 0.99% among 340,000;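 active means inhibition above the mean over all tested compounds plus 3 SD, cut at about 30% in these data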;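 further: inhibitors block probe labeling of enzyme so polarization drops; 0% = enzyme with DMSO and 100% = wells lacking PAFAH2 protein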
ZTA DNA inh – counter-screen for EBNA-1 inhibitors: inhibitors of Epstein-Barr virus ZTA; ZTA-DNA binding, fluorescence polarization; P03206; inhibition, % at 11 µM; hit rate 0.15% among 320,000; in the data active means inhibition above about 33%
* hit, by the source's call; x = not tested or not shown. Not all compounds are listed, so the mix of outcomes need not match the whole.

Every second line gives: PAFAH1B3 FP inh, PREPL inh, LYPLA1 inh, LYPLA2 counter, GSTO1 counter, EBNA-1 inhibitor, PAD4 inh, PAFAH2 inh, ZTA DNA inh
> CCOC(=O)N1CCN(C(=O)/C(=C/c2cccc3ccccc23)NC(=O)c2ccc(OC)cc2)CC1
 : -6.6, 17.0, -1.0, -3.1, 6.4, -2.0, 1.8, 1.7, 8.5
> O=C(O)c1ccc(C2SCC(=O)N2Cc2ccccc2)cc1 (stereo unspecified)
 : 10.7, 10.1, 3.1, 2.8, 5.6, 3.4, 3.5, -2.9, 18.6
> CCOc1ccc2[nH]c(=O)c(CN(Cc3cccnc3)C(=O)Nc3ccccc3OC)cc2c1
 : 3.5, 14.3, -0.8, -1.4, 2.0, 7.5, 0.7, 4.3, -6.5
> Cc1cccc(CCNC(=O)CC2C(=O)NCCN2Cc2ccccc2C)n1 (stereo unspecified)
 : 5.3, 6.9, -1.3, -1.4, 8.6, 7.2, 1.9, 5.5, 17.1
> O=C1CC(Sc2ncccn2)C(=O)N1c1ccccc1 (stereo unspecified)
 : 9.1, 4.7, 1.9, 1.5, -4.0, -3.5, 2.1, 5.5, 3.3
> Cc1ccc(C)c(S(=O)(=O)NCc2ccc(C(=O)N3CCCCCC3)cc2)c1
 : 1.8, 22.3, 4.4, -1.9, 3.0, -2.4, 1.2, -3.4, -6.9
> O=C(Nc1cccc(-c2nnco2)c1)c1cccs1
 : -2.3, 6.7, 0.4, 0.6, -0.7, -5.5, -4.2, -7.0, 1.2
> Cc1nc2ccccc2c(=O)n1/N=C/c1ccccn1
 : 4.0, 9.6, -1.3, 3.2, 8.6, 0.7, -2.8, -6.1, 7.4
> CCCCCc1nnc(NC(=O)OCCC)s1
 : 6.8, 6.3, 5.2, 4.4, -4.4, 9.6, -0.5, -6.0, 13.3
> CCC(CO)Oc1cc(NC(=O)c2cccc(C)c2)c2ncn(C(C)C)c2c1 (stereo unspecified)
 : 10.4, 22.4, x, x, x, x, 0.3, -3.7, x
> CCOc1ccc(N2C(=O)CCC2=O)cc1
 : -1.8, 1.4, 3.4, 6.0, 1.1, 14.2, 0.8, 2.7, 10.9
> CCc1nc2cc([N+](=O)[O-])c([N+](=O)[O-])cc2[nH]1
 : 8.3, 2.4, 0.3, -2.9, 1.1, -1.1, 0.8, 1.7, -4.6
> CCCC1(C(=O)OCC)NC(c2ccc(O)cc2)C2C(=O)N(c3ccc4c(c3)OCCO4)C(=O)C21 (stereo unspecified)
 : 1.3, -4.2, 0.0, 5.8, 5.0, 3.5, 1.5, -10.9, -8.9
> N#C/C(=C\c1ccc(-c2ccc(F)cc2)o1)C(=O)Nc1nc(-c2cccs2)cs1
 : -1.8, 7.8, -4.5, -2.4, -2.7, -0.6, -5.2, -4.2, -3.6
> CC12CCC(=O)N1C(C(=O)OCC(=O)Nc1ccc(Cl)c(Cl)c1)CS2 (stereo unspecified)
 : 7.5, 15.9, 1.6, 2.2, 1.2, -7.7, -3.4, 1.6, 7.1
> O=C(CNC(=O)c1cccc(F)c1)N/N=C/c1ccc([N+](=O)[O-])s1
 : 6.2, 4.3, -0.3, -2.8, 8.6, 9.6, -2.0, 8.1, -14.7
> CC(C)(C)c1ccc(OCCCN2CCCC2)cc1
 : 2.0, -6.5, -1.3, 2.1, 3.1, 1.8, 1.9, 4.2, 8.6
> COc1ccc(Cl)cc1N1C(=NC(=O)C2CCCCC2)SC2CS(=O)(=O)CC21 (stereo unspecified)
 : -0.7, 6.8, 0.1, 5.9, -6.2, 5.3, 4.2, 10.2, 5.4
> CCc1ccc(CCC(=O)Nc2ccccc2C(=O)O)o1
 : 6.4, 8.3, 0.1, -0.6, -2.0, -1.0, -0.6, 7.5, -3.7
> O=C1C2C3C=CC(C3)C2C(=O)N1c1ccccc1OS(=O)(=O)c1ccccc1 (stereo unspecified)
 : 10.8, 7.4, -5.8, -11.5, 3.7, -3.3, -14.0, 2.5, 10.5
> Oc1ccc2ccccc2c1CN1CCOCC1
 : -6.7, -0.5, -0.2, 4.1, -6.8, -6.3, 2.1, 9.3, -2.4
> CC(C)c1cc(-c2n[nH]c(=S)n2Cc2ccccc2)cs1
 : 4.7, 9.4, -3.3, -3.3, -0.4, -2.0, 1.1, 8.6, 5.7
> CN(CC(=O)N1CCOCC1)C(=O)CSc1nc2ccccc2s1
 : 4.8, 3.7, -1.4, -0.1, -7.0, -2.2, 0.8, 0.7, 11.0
> O=C(C1CCN(S(=O)(=O)N2CCC3(CC2)OCCO3)CC1)N1CCOCC1
 : -6.0, -5.5, 0.5, 4.0, -1.3, 1.0, -3.2, -3.3, 4.9
> CN(C)CC[C@@H](c1ccc(Br)cc1)c1ccccn1
 : 13.1, 0.9, 1.7, 3.0, 2.4, -6.0, -5.6, -9.9, -4.8
> O=C(NC1CCCCCC1)c1ccc(N2CCCC2=O)cc1
 : 9.3, -14.7, -3.1, 4.2, -2.0, -7.7, 2.0, -4.1, -8.5
> COc1ccc(CCn2c(C(C)C)nc3oc4ccccc4c(=O)c3c2=O)cc1
 : 1.4, 10.3, 0.2, 7.2, 5.1, 0.6, 0.8, 0.6, -1.9
> C[C@H](CO)N1C[C@H](C)[C@@H](CN(C)C(=O)Nc2ccc3c(c2)OCO3)Oc2c(NC(=O)Cc3ccccc3)cccc2C1=O
 : 3.9, 15.7, x, x, x, x, -15.8, 6.6, x
> O=C(O)c1cc(-c2ccc(Cl)cc2)n(-c2cccc(Cl)c2)n1
 : -4.6, 14.8, -3.1, -5.3, 3.5, 0.3, 1.4, 2.8, 11.8
> O=C(CCN1C(=O)c2ccccc2C1=O)N1CCOCC1
 : 0.3, -5.2, 4.0, -1.8, 5.3, 12.6, -1.7, 2.7, 16.9
> COc1ccc(C)cc1NC(=O)C1CCN(S(=O)(=O)c2cccc3nonc23)CC1
 : 2.8, -0.9, 2.2, 5.2, -1.1, 11.0, 0.8, 9.3, -14.6
> O=C(Nc1ccccc1)C1=C[C@@H](C2CC2)C[C@@H](OCc2ccc(CO)cc2)O1
 : -5.7, -4.2, -2.1, -0.5, -0.8, -5.2, -1.0, 2.9, 3.0
> CCCOc1cccc(C(=O)Nc2cc(NC(=O)c3ccco3)ccc2OC)c1
 : -5.5, 6.6, -9.2, -7.5, 0.0, -4.3, -0.8, 10.0, 3.6
> CC(=O)NC1=NC(=O)/C(=C/c2cc(C)n(-c3ccc(NC(C)=O)cc3)c2C)S1
 : 6.2, 19.9, -5.8, -6.4, -3.2, -16.3, -9.3, -3.4, -5.5
> Brc1c(-c2ccccc2)nc2n1Cc1ccccc1-2
 : 9.2, 2.8, -0.6, 4.4, -7.6, -6.2, -1.0, 5.8, -13.8
> Cc1c(NC(=S)N/C(=N/S(=O)(=O)c2ccccc2)c2ccccc2)c(=O)n(-c2ccccc2)n1C
 : -1.3, -3.1, 1.4, -3.5, -0.2, 3.4, 0.8, -4.3, 2.9
> COc1cccc(/C=C/C(=O)NNC(=O)c2cc(C)oc2C)c1
 : 11.0, -1.0, -2.5, 0.6, 4.6, -3.2, 1.4, 4.0, 6.1
> Cc1ccc(S(=O)(=O)NC23CC4CC(CC(C4)C2)C3)cc1
 : 2.9, 12.6, 2.5, 2.5, x, x, -5.6, 2.6, 7.4
> CNC(=S)Nc1cccc([N+](=O)[O-])c1
 : 7.3, -1.8, -1.6, -1.5, -2.3, 7.7, -2.1, 0.9, -20.9
> O=C(CC(c1ccccc1)c1ccco1)N1CCCCC1 (stereo unspecified)
 : 4.2, -1.6, 4.1, 13.0, 5.0, 7.8, -0.6, -8.8, -1.0
> COc1ccc(C(=O)NCCCNC(=O)c2ccccn2)cc1
 : 5.8, 5.2, 0.1, 1.2, 0.6, -3.6, -1.2, 2.8, 17.2
> O=C(Nc1ccc(F)cc1)Nc1ccccc1N1CCCCC1
 : 6.8, 1.6, -4.3, -8.2, 3.8, -7.3, -1.1, 8.5, -13.7
> COC(=O)C(CC(=O)c1ccc(Cl)cc1)c1ccc(C(C)C)cc1 (stereo unspecified)
 : -3.8, -12.9, -2.8, 0.3, -6.5, -6.9, -7.6, 2.1, 6.4
> O=C(NCc1ccccc1Cl)C(=O)c1cn(CC(=O)N2CCOCC2)c2ccccc12
 : -4.3, -5.2, 1.3, 8.8, 0.7, -9.1, -2.0, 2.4, -19.5
> COC(=O)c1ccc(C(=O)OC)c(NC(=O)N2c3ccccc3Sc3ccccc32)c1
 : -1.8, 2.7, -0.7, 1.7, 1.9, 6.8, 0.7, -4.7, -18.4
> COc1ccc(-c2noc(CN(Cc3nccn3C)C(C)C)n2)cc1
 : 3.6, -1.0, 4.9, 4.6, -3.3, 6.8, 2.2, 0.5, -2.5
> CNC(=S)N(Cc1ccc2c(c1)OCO2)C1CC(=O)N(c2ccc(F)cc2)C1=O (stereo unspecified)
 : -0.1, -7.8, 1.6, 3.2, 9.1, -4.0, -6.8, -0.7, -0.6
> Cc1[nH]c2ccccc2c1CN1CCC(Cc2ccccc2)CC1
 : -2.2, 24.9, -1.2, 2.5, 5.7, 9.0, -3.6, 3.2, -6.2
> Cc1ccc(NS(=O)(=O)c2cc([N+](=O)[O-])ccc2NNC(=S)Nc2cccc(Cl)c2)c(C)c1
 : -12.3, 10.2, -14.0, 7.4, -60.5, 6.8, -0.6, 10.1, 0.5
> CCCCN1C(=O)N(C)C2C1N(C)C(=O)N2CCCC (stereo unspecified)
 : 7.5, 2.0, -1.2, 5.5, 0.8, 3.5, 1.9, -4.5, -9.5
> CCOC(=O)c1ccc(S(=O)(=O)N2CCC(C(=O)O)CC2)cc1
 : 14.4, 6.5, 0.2, -3.0, -0.1, 7.5, -2.4, 1.5, -4.0
> CCOCc1nnc(NC(=O)c2cc(OC)c(OC)c(OC)c2)s1
 : 7.1, 1.3, 0.3, -11.5, -4.7, -8.1, 0.9, -4.7, 12.4
> O=C(NC1CCCC1)C1CCN(c2nccs2)CC1
 : 8.2, -0.7, -3.4, -1.4, 3.6, -3.6, 6.3, -1.4, -1.0
> O=C(c1ccccc1)C1CCN(C(=O)c2ccc(Cl)cc2)CC1
 : 2.2, 15.7, 2.3, 5.6, 2.8, -6.1, 1.3, 1.7, -2.5
> Cc1ccc(C(=O)Nc2nc(-c3ccccn3)cs2)o1
 : 3.2, 9.8, -1.2, 1.4, 16.7, 3.0, 1.0, 14.6, -1.7
